HUVEC prolif 384 = inhibitors of human endothelial cell proliferation | HUVEC proliferation, CellTiter-Glo luminescence, 72 h; stronger effect = lower value | viability, % at 10 µM (by protocol) | actives 1.1% (n = 86,000) | AID 648;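 active = viability at or below 30%; inactive = viability above 30%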;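 also: 100% = median luminescence of DMSO-only cell control wells on each plate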
PostGolgi yeast = growth inhibition of a yeast mutant, post-Golgi transport screen; inhibition, % at 10 µM; post-Golgi transport phenotypic cell assay; actives 0.9% (n = 98,000); AID 739;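 also: yeast cells grown in 1536-well plates; yeast grown about 18 h at 30C before absorbance read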
S1P2 blocker = antagonists of human S1P2 receptor | O95136 | cell-based S1P2 antagonist assay, inhibition at 5 uM | inhibition, % at 5 µM | actives 0.21% (n = 97,000); in the data active = inhibition above about 45%;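 also: CRE beta-lactamase reporter cells expressing human S1P2 stimulated with S1P; 0% = agonist at EC80 alone and 100% = agonist plus reference antagonist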
Target sequence (O95136 whole entry, looked up): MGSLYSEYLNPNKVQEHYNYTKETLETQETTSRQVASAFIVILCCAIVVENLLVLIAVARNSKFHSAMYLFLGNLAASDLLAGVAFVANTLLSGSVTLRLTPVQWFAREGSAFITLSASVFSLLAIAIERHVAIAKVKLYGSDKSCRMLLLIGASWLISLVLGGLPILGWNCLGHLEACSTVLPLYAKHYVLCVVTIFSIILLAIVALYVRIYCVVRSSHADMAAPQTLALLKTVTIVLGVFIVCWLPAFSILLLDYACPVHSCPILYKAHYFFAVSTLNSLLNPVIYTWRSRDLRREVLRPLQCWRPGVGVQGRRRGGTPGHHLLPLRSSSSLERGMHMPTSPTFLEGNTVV
hDAT+cocaine = changed human dopamine transporter uptake under cocaine IC80; Q01959; B-score at 10 µM; actives 1.3% (n = 110,000); LLC-PK1 hDAT cells, [14C]-dopamine uptake with cocaine IC80; actives deviate in either direction; AID 449768;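 active = Z score or B-score, a plate-position-corrected score, falls beyond the plate's 99.7% confidence bounds, in either direction; inactive = both scores lie inside the 99.7% bounds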;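 also: scored against the spread of the other compound wells on the same plate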
Target sequence (Q01959 whole entry, looked up): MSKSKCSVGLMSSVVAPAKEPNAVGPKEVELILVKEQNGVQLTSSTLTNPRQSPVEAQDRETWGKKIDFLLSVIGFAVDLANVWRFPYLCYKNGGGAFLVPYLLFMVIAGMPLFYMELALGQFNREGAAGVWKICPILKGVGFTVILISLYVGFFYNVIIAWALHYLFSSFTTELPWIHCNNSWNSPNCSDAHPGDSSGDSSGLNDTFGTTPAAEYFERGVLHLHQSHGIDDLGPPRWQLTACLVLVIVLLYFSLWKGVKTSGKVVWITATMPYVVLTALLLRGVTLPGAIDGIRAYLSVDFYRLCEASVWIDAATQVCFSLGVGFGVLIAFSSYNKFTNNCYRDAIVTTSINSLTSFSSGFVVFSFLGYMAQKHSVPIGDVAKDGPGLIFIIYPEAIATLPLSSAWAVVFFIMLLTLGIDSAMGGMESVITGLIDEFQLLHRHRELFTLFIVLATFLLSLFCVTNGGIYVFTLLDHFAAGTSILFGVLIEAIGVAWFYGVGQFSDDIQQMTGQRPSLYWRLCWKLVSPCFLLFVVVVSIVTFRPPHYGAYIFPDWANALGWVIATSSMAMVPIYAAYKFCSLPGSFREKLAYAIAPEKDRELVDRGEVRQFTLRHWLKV
PostGolgi ctrl = yeast control strain growth, post-Golgi counter-screen; actives 5% (n = 98,000); efflux-deficient yeast background strain, growth absorbance A615, 16 h; AID 738; inhibition, % at 10 µM
H69AR inhibit = blocks growth of human H69AR lung tumor cells; H69AR lung tumor viability, ATP luminescence, 72 h; stronger effect = lower value; viability, % at 10 µM; actives 6% (n = 85,000); AID 598;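 active = viability at or below 40%; inactive = viability above 40%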;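 also: multidrug resistant small cell line overexpressing MRP-1 efflux transporter; 100% = mean luminescence of untreated control wells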
S1P2 agonist = agonists of human S1P2 receptor; activation, % at 4.5 µM; actives 0.46% (n = 97,000); S1P2-expressing cell line, agonist reporter read-out; in the data active = activation above about 16%;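 also: 0% = vehicle low control and 100% = maximal reference agonist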
E coli WT exp = growth inhibitors of E. coli BW25113 wild type; OD600 absorbance; growth inhibition, % at 100 µM; AID 710; actives 0.15% (n = 98,000);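 active = growth inhibition above about 50% at one test dose, limit read from the data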;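 also: growth measured after 20 h incubation at 37 °C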
Fibroblast inh = blocks proliferation of human lung fibroblasts. LL 47 human lung fibroblast viability, ATP luminescence; stronger effect = lower value. actives 1.1% (n = 85,000). viability, % at 10 µM;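 active = viability at or below 50% in the single dose screen; inactive = viability above 50%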;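 also: compound exposure lasted 72 h before the ATP readout; 100% = median luminescence of untreated cell-only wells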
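Assay system: human lung fibroblast line LL 47, low passage. Input: 1,150 fibroblasts seeded per well. Times: overnight cell rest, 72 h compound treatment at 37 °C. Evaluation: % viability of median cell-only signal. Technique: luminescent ATP detection, CellTiter-Glo. Control set: cell-only wells, no compound.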
The depositor's hits bear a star; . = not tested or not shown. Rule as the data show it, unless noted: active = inhibition above about 30%; inactive = the rest.

SMILES | HUVEC prolif 384 | PostGolgi yeast | S1P2 blocker | hDAT+cocaine | PostGolgi ctrl | H69AR inhibit | S1P2 agonist | E coli WT exp | Fibroblast inh
CCOc1ccc(-c2[nH]ncc2Oc2ccccc2OCC)c(O)c1 | 76 | 91* | -7 | 0.16 | 57* | 12* | -2 | 22 | 71
COc1cccc(OC)c1C(=O)NC(=S)N1CCN(c2ccc(C(F)(F)F)cc2[N+](=O)[O-])CC1 | . | -1 | -11 | 1.3 | 6 | . | -5 | -10 | .
CNc1ccc(C(O)(C(F)(F)F)C(F)(F)F)cc1C(O)(C(F)(F)F)C(F)(F)F | 90 | -2 | 5 | 1.9 | 11 | 56 | -2 | 1 | 97
Cc1cc(C)nc(N2CCCC(C(=O)NCCc3ccc(F)cc3)C2)n1 (configuration not stated) | 88 | 10 | 4 | -1.3 | 6 | 95 | -7 | -9 | 97
CCOC(=O)C(C)Sc1nnc(Cc2cc(=O)[nH]c(=O)[nH]2)n1-c1cccc(OC)c1 (configuration not stated) | 104 | 2 | 3 | -0.73 | 32* | 97 | -5 | 7 | 103
NC(=O)CSc1nnc(-c2cc3ccccc3o2)n1Cc1ccccc1 | 105 | 20 | -2 | 0.13 | 15 | 92 | -1 | 0 | 101
Oc1ccc(C(=S)N2CCCCC2)cc1 | 84 | 3 | 6 | 0.32 | 6 | 87 | 0 | 3 | 95
Cn1ncc2c(=O)n(CC(=O)NC34CC5CC(CC(C5)C3)C4)cnc21 | . | -3 | -2 | 0.67 | -3 | . | -8 | -3 | .
CCOc1ccc(-n2c3nc4ccccc4nc3c3c(=O)n(Cc4ccco4)cnc32)cc1 | 94 | . | -5 | . | . | 42 | 1 | . | 87
Cc1ccc(OCc2nnc(NC(=O)c3ccco3)s2)c(C)c1 | 90 | -5 | 9 | 0.32 | -13 | 98 | -2 | -16 | 103
COc1ccc(NC(=O)CCNC(=O)Cn2cnc3ccccc3c2=O)c(OC)c1 | 112 | 6 | 7 | 0.42 | 0 | 97 | -9 | 2 | 104
CC(=O)Nc1ccc(S(=O)(=O)N(C)S(=O)(=O)c2ccc(F)cc2)cc1 | 99 | 3 | 2 | 0.37 | 12 | 84 | -3 | 1 | 99

Some of these compounds in order of their number in S1P2 blocker, rising.
SMILES,S1P2 blocker
COc1cccc(OC)c1C(=O)NC(=S)N1CCN(c2ccc(C(F)(F)F)cc2[N+](=O)[O-])CC1,-11
CCOc1ccc(-n2c3nc4ccccc4nc3c3c(=O)n(Cc4ccco4)cnc32)cc1,-5
Cn1ncc2c(=O)n(CC(=O)NC34CC5CC(CC(C5)C3)C4)cnc21,-2
CC(=O)Nc1ccc(S(=O)(=O)N(C)S(=O)(=O)c2ccc(F)cc2)cc1,2
Oc1ccc(C(=S)N2CCCCC2)cc1,6

Carrying on:
SMILES | HUVEC prolif 384 | PostGolgi yeast | S1P2 blocker | hDAT+cocaine | PostGolgi ctrl | H69AR inhibit | S1P2 agonist | E coli WT exp | Fibroblast inh
COc1cc(C(=O)Nc2cc(C(F)(F)F)ccc2Cl)cc(OC)c1OC | . | -1 | -28 | . | 1 | . | 2 | -5 | .
CC(=O)c1cnc2nc(C)nn2c1C | 92 | 32* | 7 | -1 | -5 | 94 | -11 | 9 | 98
CCOc1ccccc1Nc1nnc(SCC(=O)Nc2cc(C)on2)s1 | 90 | 2 | 22 | -2 | 15 | 71 | -3 | -11 | 91
CCOc1ccc(S(=O)(=O)NCCCN2CCOCC2)c2ccccc12 | 97 | 7 | 0 | 1 | 6 | 95 | -5 | 0 | 99
COc1ccc(C(=O)N/N=C/c2ccc3cccc(OCc4ccccc4)c3n2)cc1 | . | -15 | 11 | 1.6 | 30 | . | -9 | -22 | .
CCC(CC)C(=O)NCc1ccccc1Cl | 88 | 3 | . | -1.4 | -6 | 100 | . | -5 | 88
COc1ccc(-n2nc(C(=O)NCC(=O)Nc3ccccn3)c3ccccc3c2=O)cc1 | . | 1 | -14 | -0.47 | -13 | . | -6 | -3 | .
CCn1c(=O)cc(SCC(=O)N2CCN(C(=O)c3ccco3)CC2)c2ccccc21 | 66 | -5 | 9 | 1.4 | 5 | 59 | -12 | -4 | 86
CC(=O)Nc1nc(C)c(Cc2ccccc2)c(=O)[nH]1 | 92 | 11 | . | 0.58 | 12 | 94 | . | 4 | .
CCCCCn1c(S(=O)(=O)O)nc2ccccc21 | 86 | 2 | 2 | -0.033 | 23 | 103 | 0 | 3 | .
Cc1ccc(C)c(NC(=O)C(C)CC2COCCO2)c1 (configuration not stated) | . | 2 | -15 | 1 | 0 | . | -2 | 0 | .
O=C1CC(C(=O)Nc2ccc(C(=O)O)cc2)C(c2ccccc2)O1 (configuration not stated) | 104 | 2 | 8 | -0.65 | 13 | 105 | -7 | -12 | 104
Cn1ccnc1SCc1ccc([N+](=O)[O-])cc1 | . | 3 | 11 | 0.72 | 2 | . | -1 | 8 | .
CCOC(=O)C1CCN(C(=O)c2cnn3c(C)cc(C)nc23)CC1 | 91 | 4 | 10 | -0.57 | 7 | 90 | -4 | -4 | 103
CCNc1nc2nonc2nc1NCC | 98 | 1 | 10 | -0.0067 | 14 | 88 | -8 | 10 | 88
C=CCn1c(SCc2ccccc2C#N)nnc1-c1ccccc1O | 108 | 3 | 15 | 1 | 25 | 83 | -7 | -2 | 97
COc1ccc(S(=O)(=O)NCCC(=O)NCc2cccs2)cc1 | 88 | 15 | 15 | -0.64 | 3 | 86 | -5 | 2 | 98
Cc1c(NC(=O)c2cc3ccccc3oc2=O)c(=O)n(-c2ccccc2)n1C | . | 5 | 6 | -0.92 | 4 | . | -3 | -4 | .
COc1ccccc1-c1c(C(F)(F)F)oc2cc(OC(=O)c3cccc([N+](=O)[O-])c3C)ccc2c1=O | . | 5 | 19 | 0.28 | 17 | . | -4 | -7 | .
COc1ccc2c(c1OC)C(C1c3c(cc4c(c3OC)OCO4)CCN1C)OC2=O (configuration not stated) | 95 | . | -7 | -0.24 | . | 58 | -6 | . | 100
O=C(CSc1nc2ccccc2n1CC(=O)N1CCCC1)Nc1nccs1 | 107 | 3 | -6 | 0.16 | -6 | 70 | -3 | -9 | 99
COc1ccc(C(NC(=O)c2ccc(-c3ccccc3)cc2)c2ccccc2)cc1 (configuration not stated) | . | -3 | 22 | . | -13 | . | -1 | -10 | .
O=C(NCCCC(=O)N1CCOCC1)c1cccnc1 | 97 | -4 | -12 | 0.021 | 5 | 93 | -2 | -1 | 103
COc1ccc(N2CCN(c3nc(NCCc4ccc(OC)c(OC)c4)nc(OC)n3)CC2)cc1 | 61 | 5 | -23 | 0.37 | 20 | 72 | -6 | 1 | 71
O=C(Nc1ccccc1)C(Cc1cccs1)c1nn[nH]n1 (configuration not stated) | 91 | 5 | -20 | . | 1 | 108 | -1 | 4 | 91
CCOC(=O)N1CCC(c2cc(=O)n3[nH]ccc3n2)CC1 | 107 | -6 | 0 | 0.48 | 11 | 92 | -4 | 2 | 98
CCc1nc2scc(-c3cccs3)c2c(=O)o1 | 88 | . | 7 | -0.45 | . | 82 | -1 | . | 98
O=C(CN1C(=O)c2ccccc2C1=O)Nc1ccccc1C(=O)N1CCCC1 | 100 | 3 | -18 | -0.054 | 2 | 95 | -1 | 2 | 99
Cc1c(C(=O)O)oc2ccc(S(=O)(=O)NCc3ccc4c(c3)OCO4)cc12 | 98 | 14 | 10 | . | 17 | 99 | -4 | -3 | 101
COc1cc(CNc2ccc3[nH]c(=O)[nH]c3c2)cc(Br)c1OCC(=O)NC(C)(C)C | 86 | -5 | -22 | 0.36 | 7 | 9.9* | -2 | -5 | 82
CCOC(=O)N1CCN(S(=O)(=O)/C=C/c2ccccc2)CC1 | 91 | -6 | 7 | -0.64 | 11 | 101 | -8 | 2 | 102
Oc1c(Cl)cccc1C=Nc1cc(C(F)(F)F)ccc1N1CCCC1 | . | -6 | 8 | . | 3 | . | -4 | 14 | .
Cc1nc2ccc(S(=O)(=O)NC(C(=O)NCc3cccs3)C(C)C)cc2s1 (configuration not stated) | . | 0 | . | -0.42 | 9 | . | . | 2 | .
CC(=O)Nc1ccc2c(c1)nc(CCN1CCOCC1)n2C | 94 | -4 | 16 | 0.61 | 0 | 85 | -4 | -12 | 98
O=C(CCSCCc1ccncc1)NCCCN1CCOCC1 | 87 | 9 | 6 | -0.18 | 2 | 100 | -5 | 1 | .
O=C(NCc1ccncc1)c1nnc(Cc2c(F)cccc2Cl)o1 | 98 | 3 | 3 | -0.87 | 31* | 98 | -7 | 0 | 108
CCN(CC)c1ccc(/C=N/Nc2ccccc2)c(O)c1 | . | -6 | 27 | -0.29 | 6 | . | -3 | 2 | .
CCN(CC)C(=O)C(=O)N/N=C/c1ccc(Br)cc1 | . | 2 | 7 | 0.021 | 9 | . | -3 | 0 | .
O=c1[nH]nc(Cc2ccc(-c3ccc(Cl)cc3)o2)c2ccccc12 | . | 17 | 0 | 1.2 | 8 | . | -4 | -9 | .
CCOC(=O)N1CCN(c2c(N3CCN(c4cccc(C)c4C)CC3)c(=O)c2=O)CC1 | . | -15 | -3 | 0.057 | 0 | . | -5 | 2 | .
Cc1ccc(-c2nnc(SCC(=O)Nc3ccccc3F)o2)cc1 | 70 | 3 | 10 | -0.4 | 13 | 64 | -7 | -7 | 49*
CCc1nnc(NC(=O)C(=O)NCCOC(=O)c2ccccc2Cl)s1 | . | -2 | 1 | -0.36 | 4 | . | -2 | -7 | .
O=C(CN1CCN(S(=O)(=O)c2ccc(Cl)cc2)CC1)Nc1ccc2c(c1)OCCO2 | 88 | 0 | 2 | 0.53 | 14 | 67 | -7 | -9 | 104
O=C(c1cccs1)n1nc(-c2ccccc2)nc1NCc1ccco1 | 105 | . | 7 | 0.069 | . | 89 | -6 | . | 101
CC(=O)C1=C(O)C(=O)N(CCCCCC(=O)O)C1c1ccc(N(C)C)cc1 (configuration not stated) | 102 | 0 | -3 | -0.49 | 14 | 92 | -10 | -3 | 103
O=C1Nc2cc(Cl)cnc2N2CCCC12 (configuration not stated) | 99 | 1 | . | 0.22 | 17 | 86 | . | 6 | 99
Fc1ccc(CO/N=C/C2=C(Cl)c3ccccc3CC2)cc1 | 117 | 21 | -14 | 1.7 | -2 | 97 | -2 | 4 | 102
COc1cc(CN2CCCC(C)C2)cc([N+](=O)[O-])c1O (configuration not stated) | . | 12 | -1 | -0.75 | 12 | . | -7 | -2 | .
O=[N+]([O-])c1ccc(C2CCCC/C2=N\OCc2cccc(F)c2)c([N+](=O)[O-])c1 (configuration not stated) | . | 1 | -10 | . | 10 | . | -3 | -5 | .
COc1ccc(N(CC(=O)NC2CCCCC2)S(=O)(=O)c2cccnc2)cc1 | 98 | -6 | -12 | -0.0048 | 8 | 86 | -7 | -3 | 92
O=C(Nc1cccc([N+](=O)[O-])c1)c1ccc2nc(N3C(=O)CCC3=O)sc2c1 | . | 0 | 12 | -0.024 | 2 | . | -3 | 0 | .
Cn1c(=O)c2cc(S(=O)(=O)N3CCC(c4ccccc4)CC3)ccc2n(C)c1=O | 95 | 29 | -5 | 0.48 | -6 | 99 | -8 | -7 | 104
CC(C)CC(=O)Nc1ccccc1Oc1ccccc1 | 94 | 1 | 4 | -0.0015 | 0 | 83 | 0 | 6 | 98
CC(=O)Nc1ccc(N=Cc2nc(-c3ccc(C)cc3)oc2O)cc1 | 83 | 13 | -6 | 0.2 | -1 | 79 | 2 | -3 | 101
CCOc1ccc(N2CC(C(=O)N3CCc4ccccc4C3)CC2=O)cc1 (configuration not stated) | 94 | 3 | 0 | 2.1 | 15 | 83 | -3 | 0 | 93

3 structures from above, ordered by count of non-hydrogen atoms, largest number first:
SMILES | HUVEC prolif 384 | PostGolgi yeast | S1P2 blocker | hDAT+cocaine | PostGolgi ctrl | H69AR inhibit | S1P2 agonist | E coli WT exp | Fibroblast inh
O=[N+]([O-])c1ccc(C2CCCC/C2=N\OCc2cccc(F)c2)c([N+](=O)[O-])c1 (configuration not stated) | . | 1 | -10 | . | 10 | . | -3 | -5 | .
CC(=O)Nc1ccc(N=Cc2nc(-c3ccc(C)cc3)oc2O)cc1 | 83 | 13 | -6 | 0.2 | -1 | 79 | 2 | -3 | 101
CC(C)CC(=O)Nc1ccccc1Oc1ccccc1 | 94 | 1 | 4 | -0.0015 | 0 | 83 | 0 | 6 | 98
